Compound activity from PubChem.
CCHFV vOTU inh: CCHFV vOTU protease inhibition; inhibition, % at 11.5 µM; Pep-AMC fluorescence; actives 0.55% (n = 370,000); AID 651958; in the data active means inhibition above about 30%; further: 0% = vehicle wells with enzyme and 100% = no enzyme wells
Vc quorum ag: induces V. cholerae light production without autoinducers. V. cholerae BH1578 lux reporter, luminescence, 6 h. activation, % at 18.7 µM. actives 0.16% (n = 350,000). AID 588436; in the data active means activation mostly above about 9.7%, no sharp cut-off; further: not every result past the cut was called active; inactives centre near 0; reference of the scale not given here
Y pestis TopoI: inhibitors of Yersinia pestis topoisomerase I; Y. pestis Topo-I cleavage product accumulation, plate reader; actives 0.064% (n = 360,000); activity, % at 10 µM; in the data active means activity above about 50%, passing the limit was not always enough; further: inactives centre near 2
MazEF act: increases E. coli MazEF RNase cleavage of RNA | actives 0.32% (n = 350,000) | FAM/BHQ RNA-DNA oligo cleavage fluorescence, 5 h | P0AE70 | activation, % at 20 µM | AID 504720; in the data active means activation above about 50%
Rv3671c protease: Rv3671c (M. tuberculosis) protease inhibition; inhibition, % at 5.96 µM; actives 0.048% (n = 320,000); AID 2606; in the data active means inhibition above about 38%;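 further: extracellular domain of Rv3671c used as enzyme; 0% = enzyme with DMSO and 100% = no enzyme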
PrPC surface inh: reduces human prion protein on the cell surface; cell surface PrPC, TR-FRET read-out; inhibition, % at 13.8 µM; actives 0.43% (n = 370,000); in the data active means inhibition above about 24%; further: 0% = median of the test wells and 100% = reference compound wells
TcdB inh: TcdB glycohydrolase inhibition; P18177; TcdB glycohydrolase enzymatic assay, plate reader; inhibition, % at 9.99 µM; actives 0.24% (n = 350,000); AID 652162; in the data active means inhibition above about 10%
Target sequence (P18177 whole entry, looked up): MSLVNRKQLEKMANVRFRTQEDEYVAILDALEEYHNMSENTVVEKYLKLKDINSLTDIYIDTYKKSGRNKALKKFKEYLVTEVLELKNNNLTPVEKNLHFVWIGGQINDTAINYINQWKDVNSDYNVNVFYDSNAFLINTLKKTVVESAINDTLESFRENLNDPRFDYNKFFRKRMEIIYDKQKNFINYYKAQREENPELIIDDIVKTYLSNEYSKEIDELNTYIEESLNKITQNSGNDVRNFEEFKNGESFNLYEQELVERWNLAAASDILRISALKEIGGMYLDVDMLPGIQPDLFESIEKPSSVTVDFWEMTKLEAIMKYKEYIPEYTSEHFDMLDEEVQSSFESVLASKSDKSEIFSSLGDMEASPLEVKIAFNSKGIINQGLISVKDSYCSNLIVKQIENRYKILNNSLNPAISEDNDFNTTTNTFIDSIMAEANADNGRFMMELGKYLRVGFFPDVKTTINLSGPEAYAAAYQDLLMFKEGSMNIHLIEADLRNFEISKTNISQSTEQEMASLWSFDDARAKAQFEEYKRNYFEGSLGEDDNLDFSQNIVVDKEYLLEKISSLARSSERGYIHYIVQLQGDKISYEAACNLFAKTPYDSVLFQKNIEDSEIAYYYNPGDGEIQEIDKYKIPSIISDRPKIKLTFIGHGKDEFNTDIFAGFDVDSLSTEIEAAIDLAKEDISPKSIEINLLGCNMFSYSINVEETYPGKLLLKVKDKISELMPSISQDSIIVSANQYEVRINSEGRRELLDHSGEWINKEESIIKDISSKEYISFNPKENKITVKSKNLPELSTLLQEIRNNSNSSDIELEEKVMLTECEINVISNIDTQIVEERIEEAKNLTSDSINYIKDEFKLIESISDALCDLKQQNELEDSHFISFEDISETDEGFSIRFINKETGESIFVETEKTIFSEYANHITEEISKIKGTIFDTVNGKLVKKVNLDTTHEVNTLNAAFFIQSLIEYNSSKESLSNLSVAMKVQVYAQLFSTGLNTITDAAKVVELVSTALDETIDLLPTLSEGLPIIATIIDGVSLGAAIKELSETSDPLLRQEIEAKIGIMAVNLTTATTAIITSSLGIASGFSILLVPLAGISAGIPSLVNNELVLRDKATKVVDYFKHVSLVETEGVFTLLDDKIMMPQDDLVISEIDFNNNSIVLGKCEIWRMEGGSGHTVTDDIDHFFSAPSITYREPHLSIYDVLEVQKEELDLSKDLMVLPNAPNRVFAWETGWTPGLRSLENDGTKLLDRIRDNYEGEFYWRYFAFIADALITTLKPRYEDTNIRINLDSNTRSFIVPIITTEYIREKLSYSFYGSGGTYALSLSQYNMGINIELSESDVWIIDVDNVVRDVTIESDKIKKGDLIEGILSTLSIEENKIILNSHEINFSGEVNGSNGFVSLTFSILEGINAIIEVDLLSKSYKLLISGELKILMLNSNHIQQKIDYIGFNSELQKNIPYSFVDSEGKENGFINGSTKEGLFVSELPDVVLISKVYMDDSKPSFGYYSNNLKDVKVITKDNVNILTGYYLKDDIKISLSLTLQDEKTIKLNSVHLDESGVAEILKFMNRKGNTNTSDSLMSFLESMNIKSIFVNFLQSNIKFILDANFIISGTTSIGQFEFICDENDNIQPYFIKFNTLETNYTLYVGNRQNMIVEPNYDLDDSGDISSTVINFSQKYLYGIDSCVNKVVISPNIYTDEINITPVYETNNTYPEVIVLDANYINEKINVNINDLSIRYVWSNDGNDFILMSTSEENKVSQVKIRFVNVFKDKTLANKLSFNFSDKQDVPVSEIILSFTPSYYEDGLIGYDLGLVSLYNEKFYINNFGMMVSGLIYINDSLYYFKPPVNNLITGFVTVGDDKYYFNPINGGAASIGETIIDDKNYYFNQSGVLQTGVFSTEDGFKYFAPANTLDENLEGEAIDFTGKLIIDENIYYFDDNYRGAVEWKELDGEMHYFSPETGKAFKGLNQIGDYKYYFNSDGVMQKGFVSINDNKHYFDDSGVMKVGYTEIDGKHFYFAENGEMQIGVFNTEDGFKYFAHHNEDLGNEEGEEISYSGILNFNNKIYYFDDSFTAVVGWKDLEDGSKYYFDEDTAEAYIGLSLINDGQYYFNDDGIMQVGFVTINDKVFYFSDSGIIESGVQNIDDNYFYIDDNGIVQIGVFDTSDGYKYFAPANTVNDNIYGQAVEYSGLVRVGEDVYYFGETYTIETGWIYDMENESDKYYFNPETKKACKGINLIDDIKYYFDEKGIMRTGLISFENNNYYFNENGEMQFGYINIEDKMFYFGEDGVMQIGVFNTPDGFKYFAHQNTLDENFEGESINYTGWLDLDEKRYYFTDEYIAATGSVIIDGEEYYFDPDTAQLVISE
SARS 3CLpro inh: SARS-CoV 3CLpro protease inhibition; P0C6X7; recombinant SARS-CoV 3CLpro, quenched FRET peptide cleavage; inhibition, % at 6 µM; actives 0.14% (n = 290,000); in the data active means inhibition above about 12%
VHR inh abs: inhibitors of human VHR1 phosphatase (DUSP3); P51452; recombinant VHR phosphatase, pNPP absorbance; inhibition, % at 13.3 µM; actives 0.52% (n = 290,000); AID 1654; in the data active means inhibition above about 50%; further: some compounds called inactive have numbers as strong as hits
SSB-PriA inh: blocks PriA binding to SSB C-terminal tail; AlphaScreen SSBct-PriA binding, biotinylated peptide; inhibition, % at 33 µM; actives 0.6% (n = 430,000); AID 1272365; in the data active means inhibition mostly above about 37%, no sharp cut-off; inactive means mostly below about 20%;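 further: plate controls were negative control peptide for no effect and reference peptide for full effect; strong numbers were not always called active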
* marks the source's active call; other numbers are inactive results; i = inactive; / = not tested or not shown; & = joins results of further samples.

mol,CCHFV vOTU inh,Vc quorum ag,Y pestis TopoI,MazEF act,Rv3671c protease,PrPC surface inh,TcdB inh,SARS 3CLpro inh,VHR inh abs,SSB-PriA inh
O=C(O)CCc1ccc(-c2ccccc2)n1NC(=O)c1sc2ccccc2c1Cl,3.9,-0.1,9.9,0.3,-8.1,0.1,/,2.6,0.0,6.5
CCOC(=O)c1cccc(NC(=O)COc2nsnc2N2CCOCC2)c1,-2.1,-0.9,2.4,4.7,-12.2,9.9,2.4,-0.3,6.4,-2.1
CCSc1nnc(N2C(=O)C(O)=C(C(=O)c3ccco3)C2c2cccc(OC)c2)s1 (stereo not given),18.8,-11.4,-6.0,64.6*,-5.2,0.8,1.4,-2.8,3.7,-13.3
O=C(CSCc1c(F)cccc1Cl)NCc1cccnc1,-10.6,-0.3,-2.5,1.4,-4.2,3.3,0.8,3.4,11.0,-11.9
COc1ccc(OC)c(S(=O)(=O)NC(=O)C2(C)CCN2C(=O)Cc2ccc(Cl)cc2Cl)c1 (stereo not given),8.3,-4.5,13.7,/,/,-3.3,-2.4,/,/,/
CC1(C)C(=O)OC(c2cccn2-c2cccc([N+](=O)[O-])c2)C2(CCCCC2)C1=O (stereo not given),-11.1,/,/,/,-11.4,-2.4,/,5.7,27.0,/
COc1ccc(N2CCN(C(=O)CCNS(=O)(=O)c3ccc(Br)s3)CC2)cc1,11.8,i,29.3,-3.2,-2.3,-8.6,/,-5.1,2.4,19.4
O=C(NCc1ccccc1)C(=O)Nc1cccc(C(=O)O)c1,-9.2,-2.3,-12.5,0.7,8.1,6.7,0.3,1.6,-18.6,-10.3
CCOC(=O)C1C(C(=O)OC)=C(c2ccc(F)cc2)c2ccccc2N1S(=O)(=O)C(F)(F)F (stereo not given),11.9,6.2,34.0,-3.0,/,-5.1,-2.1,/,/,-10.3
COc1ccc2[nH]c3ccccc3c2c1,-1.1,-0.5,-9.1,0.3,-0.9,2.1,/,1.3,10.3,-8.3
CC(C)(C)c1cn(-c2ccc(F)cc2)c(=S)[nH]1,-4.3,3.8,-4.1,-2.9,-5.1,2.9,/,-1.9,14.6,-5.5
CC(C)(C)NC(=O)C(c1ccc(O)cc1)N(Cc1ccccc1)C(=O)CCC(=O)Nc1nccs1 (stereo not given),2.7,-0.1,6.4,4.1,4.2,1.7,-0.3,0.8,26.3,-8.4
COc1ccc(N(C)C(=O)c2sc(Cl)nc2C)cc1,-13.7,i,-3.0,-15.1,-2.9,3.7,-0.5,4.0,16.5,-9.8
COc1ccc(C(=O)N(CC2CCCO2)C(C(=O)NCCC(C)C)c2ccc(C)cc2)cc1OC (stereo not given),13.8,i,27.7,-3.8,5.4,-6.9,/,0.7,-6.7,-8.9
Cc1cccc(/C=C\c2nc3ccccc3c(=O)[nH]2)c1,4.5,i,1.2,-1.5,-10.6,-2.2,0.2,-0.7,7.3,-9.9
CC(C)NC(=O)c1ccc(-n2nc(C(F)(F)F)c3c2CCCC3)cc1,2.2,-0.3,-5.1,4.5,-7.5,-3.7,/,6.9,16.4,-11.9
CCCn1c(NCc2cc(C)ccc2O)nc2ccccc21,13.5,-3.7,-7.8,5.9,-6.2,-3.9,/,2.4,-2.4,-12.4
O=C(O)c1cccc(-n2cccc2/C=C2/NC(=O)N(c3cccc(Cl)c3)C2=O)c1,19.0,0.2,14.8,1.6,11.1,-0.1,0.1,3.8,20.5,3.5
COc1cc(C(C)=O)ccc1OCC(=O)Nc1ccc2nc(C)sc2c1,3.9,i,-10.0,4.8,-7.8,0.2,-0.1,/,/,-5.1
CCCn1cnc2c(SCc3ccc(Cl)cc3)nc(N)nc21,0.3,0.8,20.6,0.7,/,6.9,1.6,/,/,1.1
N#Cc1sc2nc3c(c(-c4ccco4)c2c1N)CCCC3,10.0,i,14.4,8.4,-9.9,-5.0,/,2.6,24.9,-11.0
Cc1ccccc1C(=O)NCCCc1ccccc1,-15.3,-0.1,-10.6,-2.8,-8.5,-4.3,-0.6,2.6,36.0,-12.1
O=C(Cc1c[nH]c2ccccc12)Nc1nc2ccccc2[nH]1,5.5,1.3,0.9,8.6,2.2,3.8,/,-4.3,20.8,15.0
COc1cccc(N2CCC(N3CCN(C)C(CCO)C3)CC2)c1 (stereo not given),-5.6,0.7,3.3,7.8,-4.4,-5.0,-0.4,1.8,-1.9,-10.3
C[C@H](NC(=O)NC1CCCc2ccccc21)C(=O)O (stereo not given in full),/,-0.2,4.8,3.3,3.8,/,/,1.1,24.2,6.1
NC(=O)C1(C(N)=O)OC1c1ccc(Cl)c(Cl)c1 (stereo not given),0.1,i,-6.4,8.3,-1.7,0.2,2.0,-4.5,-16.3,-5.9
O=c1c(C(c2nnnn2C2CCCCC2)N2CCCCC2)coc2ccc(Cl)cc12 (stereo not given),-0.3,/,-10.6,3.7,-1.5,-3.8,/,4.9,35.7,-5.2
C#CNC(=O)C1(CC=C)CCNCC1,-11.0,i,4.0,5.3,-6.1,-4.4,1.5,/,/,4.6
NC(=O)N/N=C/c1cn(-c2ccccc2)nc1-c1ccccc1,-4.6,i,-9.9,26.2,-9.3,2.0,3.1,2.6,2.3,/
CCc1nc2sc3c(c2c(=O)n1N)CCC3,28.3,1.8,2.6,2.3,-2.8,1.1,/,1.1,21.4,-4.1

Some values from the list:
SARS 3CLpro inh, `O=C(Cc1c[nH]c2ccccc12)Nc1nc2ccccc2[nH]1` stands at -4.3
SARS 3CLpro inh, `O=c1c(C(c2nnnn2C2CCCCC2)N2CCCCC2)coc2ccc(Cl)cc12` (stereo not given) stands at 4.9

Next part:
mol,CCHFV vOTU inh,Vc quorum ag,Y pestis TopoI,MazEF act,Rv3671c protease,PrPC surface inh,TcdB inh,SARS 3CLpro inh,VHR inh abs,SSB-PriA inh
O=C(NCCc1cnc[nH]1)c1ccc(-c2ccccc2)cc1,-13.5,-0.6,-7.5,-3.3,-2.3,-5.3,0.2,-1.2,31.1,0.4
CCOC(=O)COn1c(=O)c(-c2cccs2)[n+]([O-])c2ccccc21,6.8,0.5,-5.3,5.0,16.2,-8.8,/,1.2,-4.3,19.8
COCCCn1c(C(=O)Nc2ccc3c(c2)OCO3)cc2c(=O)n3ccccc3nc21,2.0,-0.4,5.4,-2.0,-7.4,-4.4,2.2,-3.9,10.4,-4.0&6.6
COc1cc(NC(=S)N2CCN(C(=O)c3ccco3)CC2)c(OC)cc1Cl,-8.5,3.3,-6.3,1.1,5.7,5.3,/,6.0,10.2,-7.1
Cc1ccccc1C(=O)Nc1ccccc1NC(=O)c1ccccc1Br,11.2,-0.5,5.5,-1.4,-4.2,-0.5,0.2,-1.0,1.6,-10.1
CC(C)(C)N(NC(=O)OCc1ccccc1)C(=O)c1ccccc1,-10.3,i,-5.0,5.6,-2.2,-0.1,/,-8.6,2.6,-5.7
CCc1cc2c(N3CCN(C(=O)c4ccco4)CC3)ncnc2s1,0.9,-0.5,1.5,-3.4,3.7,7.5,1.2,-0.3,29.6,-5.1
CCc1c(C(=O)NN2C(=O)C3CCCCC3C2=O)csc1C (stereo not given),-1.2,-0.2,0.3,5.9,4.0,-0.5,1.4,-3.1,-8.4,-15.3
CN1/C(=C\C(=O)C[n+]2cccc(Br)c2)C(C)(C)c2ccccc21,2.1,i,-5.8,-6.2,3.6,-1.2,0.2,2.9,17.9,7.2
O=c1c2ccc([N+](=O)[O-])cc2ncn1Cc1ccccc1C(F)(F)F,-2.0,-0.3,11.9,-0.1,1.2,-6.4,5.2,1.7,14.0,-7.7
O=C(CSC(=S)N1CCSCC1)c1ccccc1,-0.3,i,-7.1,-13.3,/,-1.2,0.3,0.2,14.4,-15.8
COc1cc(/C=C/C2=NNC(=O)CC2)cc(OC)c1OC,9.6,-0.6,-0.1,1.4,3.3,-11.5,2.3,-2.3,6.9,0.4
CCN(CC)CCCn1c(C)cc2c(c1=O)C(c1cc(OC)c(OC)cc1OC)C(C#N)=C(N)O2 (stereo not given),-3.3,-0.6,4.3,7.4,-1.7,-3.6,/,-7.3,21.9,-13.9
c1ccc2nc3c(cc2c1)CCCCCC3,-2.3,-1.4,-4.4,-2.1,0.8,-6.8,/,3.3,37.1,-7.6
O=C(/C=C/c1ccc([N+](=O)[O-])cc1)N1CCN(S(=O)(=O)c2ccccc2)CC1,-9.2,-2.5,-11.7,5.6,1.3,-13.4,0.9,/,/,0.0
CC1Cc2ccccc2N1C(=O)C(C)n1cc(C(F)(F)F)cc(Cl)c1=O (stereo not given),9.4,0.5,0.4,-1.1,-8.7,-7.8,0.9,/,/,-12.3
CC(C)NC(=O)C(=O)NCCc1ccc(Cl)cc1,9.5,-0.4,-5.3,-6.7,4.9,-6.7,/,2.0,-2.4,-19.8
O=C(CN1CCN(Cc2ccccc2F)C1=O)NCC1CCCO1 (stereo not given),15.8,-0.2,-2.0,0.2,-6.1,0.4,-0.6,0.8,34.9,-1.3
O=C(Nc1ccc2c(c1)OCCO2)C1CCN(S(=O)(=O)c2cccc3nsnc23)CC1,12.8,5.6,5.7,7.8,3.7,-5.5,/,-0.4,10.2,1.5
Cc1[nH]c2ccc(CNS(=O)(=O)c3ccc(S(=O)(=O)N4CCOCC4)cc3)cc2c1C,-0.3,-5.3,-6.0,-1.4,-4.2,-6.1,/,2.4,11.6,-4.7
CCOc1ccc(/C(CCC(=O)O)=N/NC(=S)NCCc2ccccc2)cc1,1.7,i,9.3,2.7,-0.6,-0.6,0.0,3.0,2.0,/
COC(=O)c1cc2oc(C)cc2n1CC(=O)Nc1ccc(C)c(C)c1,-3.5,i,1.8,-0.8,1.2,3.9,/,2.5,-8.6,1.2
O=C(Cc1csc(-c2ccccc2)n1)NCc1ccco1,0.8,i,2.2,6.9,-0.5,0.4,0.6,0.9,14.5,-7.5

Molecules listed so far that have a tert-butyl group, in the order listed:
mol,CCHFV vOTU inh,Vc quorum ag,Y pestis TopoI,MazEF act,Rv3671c protease,PrPC surface inh,TcdB inh,SARS 3CLpro inh,VHR inh abs,SSB-PriA inh
CC(C)(C)c1cn(-c2ccc(F)cc2)c(=S)[nH]1,-4.3,3.8,-4.1,-2.9,-5.1,2.9,/,-1.9,14.6,-5.5
CC(C)(C)NC(=O)C(c1ccc(O)cc1)N(Cc1ccccc1)C(=O)CCC(=O)Nc1nccs1 (stereo not given),2.7,-0.1,6.4,4.1,4.2,1.7,-0.3,0.8,26.3,-8.4
CC(C)(C)N(NC(=O)OCc1ccccc1)C(=O)c1ccccc1,-10.3,i,-5.0,5.6,-2.2,-0.1,/,-8.6,2.6,-5.7

Some of the compounds tested; rates above refer to the full screens.
